# SENP7 block = SENP7 protease inhibition | Q9BQF6 | recombinant SENP7, Z-RLRGG-aminoluciferin luminescence, 40 min | inhibition, % at 5 µM | 330,000 tested, 1.5% active | AID 434973;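 active = inhibition above about 50% at the single test dose, limit read from the data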;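 also: plate controls were DMSO with enzyme for no effect and no enzyme buffer wells for full effect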
# SENP1 inh = blocks the human SENP1 SUMO protease catalytic domain | recombinant SENP1 catalytic domain, CyPet-SUMO1-YPet FRET cleavage | 360,000 tested, 0.21% active | inhibition, % at 10 µM;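 active = inhibition at least 30% at 10 µM, raw YFP signal under a set limit, fluorescence ratio 0.5 to 1.5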;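 also: 0% = enzyme with DMSO and 100% = no enzyme wells; some results filed as inactive read as strong as hits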
#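 Compound: 10 µM single point, 0.5% DMSO; Test system: hSENP1 catalytic domain, recombinant; Timing: 50 min reaction at room temperature; Technique: FRET, CFP and YFP emission; Control set: no-enzyme wells low, DMSO-plus-enzyme wells high control.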
# Apaf1 inhib = inhibitors of human Apaf-1 apoptosome | O14727 | 330,000 tested, 0.71% active | reconstituted apoptosome caspase-3 activity, DEVD-Rh110 fluorescence | inhibition, % at 20 µM; active = inhibition of at least 40% at 20 µM;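 also: plate controls were DMSO wells for no effect and DEVD-CHO caspase inhibitor wells for full effect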
# Target sequence (O14727 whole entry, looked up): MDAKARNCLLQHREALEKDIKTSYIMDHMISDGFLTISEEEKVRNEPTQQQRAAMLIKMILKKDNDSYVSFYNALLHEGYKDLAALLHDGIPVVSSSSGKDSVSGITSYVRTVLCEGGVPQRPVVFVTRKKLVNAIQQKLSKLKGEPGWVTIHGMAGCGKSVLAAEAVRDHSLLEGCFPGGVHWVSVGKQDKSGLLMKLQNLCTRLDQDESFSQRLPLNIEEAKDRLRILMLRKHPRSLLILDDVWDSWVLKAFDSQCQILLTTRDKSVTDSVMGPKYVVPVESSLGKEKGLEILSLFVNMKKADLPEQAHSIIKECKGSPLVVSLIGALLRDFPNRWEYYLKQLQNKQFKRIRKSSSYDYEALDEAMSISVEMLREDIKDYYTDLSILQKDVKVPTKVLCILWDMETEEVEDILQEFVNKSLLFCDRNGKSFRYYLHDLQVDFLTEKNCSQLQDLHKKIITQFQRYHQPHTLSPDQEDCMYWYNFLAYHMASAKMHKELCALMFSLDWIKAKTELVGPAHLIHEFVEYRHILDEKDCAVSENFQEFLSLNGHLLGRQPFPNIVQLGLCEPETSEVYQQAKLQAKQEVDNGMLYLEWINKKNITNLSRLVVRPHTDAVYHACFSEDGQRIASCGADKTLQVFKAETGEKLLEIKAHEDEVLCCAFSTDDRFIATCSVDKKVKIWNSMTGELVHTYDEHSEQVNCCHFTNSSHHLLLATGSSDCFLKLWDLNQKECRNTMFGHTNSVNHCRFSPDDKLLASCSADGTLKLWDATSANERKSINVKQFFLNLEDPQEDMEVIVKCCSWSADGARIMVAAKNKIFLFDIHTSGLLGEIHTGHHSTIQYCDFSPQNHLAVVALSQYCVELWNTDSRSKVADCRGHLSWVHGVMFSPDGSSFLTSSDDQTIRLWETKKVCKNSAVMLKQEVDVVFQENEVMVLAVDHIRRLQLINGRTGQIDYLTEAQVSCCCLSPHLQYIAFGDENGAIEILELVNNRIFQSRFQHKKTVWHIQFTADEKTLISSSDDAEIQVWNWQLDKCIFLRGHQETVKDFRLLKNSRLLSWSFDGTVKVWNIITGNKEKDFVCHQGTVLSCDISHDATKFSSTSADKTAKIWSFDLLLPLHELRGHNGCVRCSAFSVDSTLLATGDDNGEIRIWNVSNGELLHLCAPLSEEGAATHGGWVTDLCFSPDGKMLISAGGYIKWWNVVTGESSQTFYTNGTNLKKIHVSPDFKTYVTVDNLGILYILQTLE
#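 System – cell-free apoptosome with Apaf-1, procaspase-3 and caspase-9 · Buffer or medium – pH 7.5 Hepes buffer with CHAPS, BSA, DTT · Also added – cytochrome c with DEVD-Rh110 · Times – 30 min compound preincubation, 50 min activation, room temperature · Technique – Rh110 fluorescence intensity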
# SENP8 block-1 = blocks the human protease SENP8; inhibition, % at 10 µM; AID 2540; 330,000 tested, 1.2% active; purified SENP8, Z-RLRGG-aminoluciferin cleavage, luminescence; in the data active = inhibition above about 50%
# SENP6 inh = SENP6 protease inhibition; Recombinant SENP6 catalytic domain, aminoluciferin luminescence; inhibition, % at 10 µM; 330,000 tested, 1.8% active; Q9GZR1; AID 2599;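 active = inhibition above about 50% at the single tested dose, limit read from the data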;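 also: plate controls were DMSO wells with enzyme for no effect and DMSO wells lacking enzyme for full effect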
# PfGluPho inh = PfG6PD (Plasmodium falciparum) enzyme inhibition; PfGluPho enzyme, NADPH resazurin-diaphorase fluorescence; inhibition, % at 20 µM; 350,000 tested, 0.78% active;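 active = inhibition reaching at least a set limit at 20 µM in the primary screen, cut at about 59% in these data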;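 also: 0% = DMSO wells with substrate and 100% = DMSO wells lacking glucose-6-phosphate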
# HKDC1 inh = inhibitors of human hexokinase HKDC1. 340,000 tested, 0.16% active. inhibition, % at 20 µM. recombinant HKDC1, G6PDH/diaphorase resazurin coupled fluorescence;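 active = inhibition above about 35% when tested at 20 µM, limit read from the data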;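 also: plate controls were DMSO wells with enzyme for no effect and DMSO wells lacking enzyme for full effect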
#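 Test system: Recombinant HKDC1 (HK5) hexokinase enzyme, produced in-house | Input: HKDC1 at 5 µg/mL | Buffer or medium: Tris pH 8.0 buffer with MgCl2, Tween-20, BSA, BME | Schedule: 90 min reaction incubation at room temperature, dark | Technique: Resazurin-to-resorufin fluorescence via G6PDH and diaphorase coupling, 525/613 nm | Controls: DMSO wells with and without enzyme mix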
# SENP8 block-2 = SENP8 (human) protease inhibition. Q96LD8. recombinant SENP8, Nedd8 substrate fluorescence. inhibition, % at 20 µM. 360,000 tested, 0.64% active. AID 602440; in the data active = inhibition mostly above about 40%, no sharp cut-off; inactive = mostly below about 27%
# * marks the source's active call; other numbers are inactive results; i = inactive; / = not tested or not shown.
cpd	SMILES	SENP7 block	SENP1 inh	Apaf1 inhib	SENP8 block-1
1	O=C(Nc1nccs1)C1CC=CCC1C(=O)OCC(F)(F)C(F)F (stereo unspecified)	-10	2	13	-13
2	Cc1cccc(N2C(=O)CC(N(O)c3ccccc3)C2=O)c1 (stereo unspecified)	3	0	15	0
3	O=C(CSc1nnc(CCCN2C(=O)c3cccc4cccc(c34)C2=O)n1-c1ccccc1)N1CCCCC1	-1	1	11	-7
4	Cc1ccc(-n2nc(C)c(/C=N/n3c(C)n[nH]c3=S)c2Cl)cc1	4	0	3	1
5	Cc1cc(OCC(=O)N2CCOCC2)cc2oc(=O)c3ccccc3c12	-1	0	8	1
6	O=C(Nc1ccccc1N1CCCC1)C1CCN(S(=O)(=O)c2cccc(C(F)(F)F)c2)CC1	3	-1	42*	-1
7	O=C(CCc1ccccc1)c1c(O)cc(O)cc1O	-7	2	2	52*
8	CCOCCCNC(=O)N1CCOCC1	1	3	-1	-2
9	Cn1nc(C(C)(C)C)c([N+](=O)[O-])c1C(=O)Nc1ccc(Br)cc1	7	-1	3	4
10	Cc1ccc(S(=O)(=O)N2CCC(NC(=O)c3cccc(C)c3)CC2)cc1	-5	2	0	-2
11	O=C(NCC(c1ccco1)N1CCOCC1)c1ccc([N+](=O)[O-])cc1 (stereo unspecified)	13	2	-8	-7
12	COc1ccc(/C=C/C(=O)OCC(=O)NCCc2ccccc2)c(OC)c1	-4	4	6	3
13	COc1cc(/C=C2\C(=N)N3N=C(S(C)(=O)=O)SC3=NC2=O)ccc1OS(=O)(=O)c1ccc(C)cc1	2	-13	10	-4
14	Cc1cc(C)c2c(CN3CCN(Cc4ccccc4)CC3)cc(=O)oc2c1	-3	3	17	-5
15	CCOC(=O)c1cn(Cc2ccc(C)cc2)c2cc(F)ccc2c1=O	4	1	1	-7

cpd	SENP6 inh	PfGluPho inh	HKDC1 inh	SENP8 block-2
1	-10	-3	-4	1
2	-2	-8	6	14
3	-2	6	37*	-139
4	-13	34	-6	5
5	-25	-13	1	i
6	6	12	1	2
7	63*	-7	1	48*
8	13	-4	-8	0
9	-5	3	-2	13
10	-14	5	-7	16
11	1	-4	-2	15
12	1	-1	-3	-45
13	9	-30	17	-180
14	19	14	2	12
15	-1	1	4	-13

# In the list so far, these have an aryl methoxy group.
cpd	SMILES	SENP7 block	SENP1 inh	Apaf1 inhib	SENP8 block-1
12	COc1ccc(/C=C/C(=O)OCC(=O)NCCc2ccccc2)c(OC)c1	-4	4	6	3
13	COc1cc(/C=C2\C(=N)N3N=C(S(C)(=O)=O)SC3=NC2=O)ccc1OS(=O)(=O)c1ccc(C)cc1	2	-13	10	-4

cpd	SENP6 inh	PfGluPho inh	HKDC1 inh	SENP8 block-2
12	1	-1	-3	-45
13	9	-30	17	-180

# Individual results from the results shown:
# HKDC1 inh result of entry 7 reads 1
# SENP6 inh result of entry 5 reads -25

# (further entries)
cpd	SMILES	SENP7 block	SENP1 inh	Apaf1 inhib	SENP8 block-1
16	CN1C(=O)C(O)(CC(=O)c2cccs2)c2ccccc21 (stereo unspecified)	1	1	-15	2
17	COc1cc2[nH]c(=S)nc(NCC3CCCO3)c2cc1OC (stereo unspecified)	4	-2	9	0
18	CNC(=O)C1C2C=CC3(O2)C1C(=O)N(CCOC)C3C(=O)NCc1ccc(OC)cc1 (stereo unspecified)	-6	1	-6	-3
19	Cc1ccc(S(=O)(=O)N2CCC(C(=O)N3CCCC3C(=O)N[C@@H](CC(C)C)C(=O)NCC(N)=O)CC2)cc1 (stereo partly specified)	5	-1	-7	-5
20	c1ccc(CCC2CCCCN2Cc2nc(-c3ccc4c(c3)OCO4)no2)nc1 (stereo unspecified)	-8	-2	1	1
21	CC1(NC(=O)Cc2ccc(Cl)c(Cl)c2)CCS(=O)(=O)C1 (stereo unspecified)	-4	-4	13	-7
22	CCc1ccccc1N(CC(=O)NCc1ccco1)C(=O)c1snc(C(N)=O)c1N	4	-25	3	-7
23	CCCn1c(SCC(=O)Nc2cccc(Cl)c2Cl)n[nH]c1=O	6	0	4	-1
24	O=S1(=O)C=C(SCc2cccc(Cl)c2)Nc2ccccc21	-3	0	9	0
25	CC(C)=CCN1CCN(Cc2nc(-c3ccccc3)cs2)CC1CCO (stereo unspecified)	-7	1	-16	7
26	O=C1CN(C(=O)c2cc([N+](=O)[O-])ccc2Cl)C(c2ccc(F)cc2)c2cc(F)ccc2N1 (stereo unspecified)	-8	0	3	-6
27	CC(C(=O)NC1C=CS(=O)(=O)C1)N1C(=O)/C(=C/c2cccc(Cl)c2)SC1=S (stereo unspecified)	8	1	12	4
28	O=C(O)c1ccc(OCC(O)Cn2c3ccccc3c3ccccc32)cc1 (stereo unspecified)	4	0	4	-3
29	CCCCCC(=O)Nc1cc(S(=O)(=O)N2CCCCC2)ccc1N1CCOCC1	-7	-4	9	4
30	Cc1cc(C(=O)OCC(=O)NCCN2C(=O)CSC2=O)ccc1[N+](=O)[O-]	8	1	-3	1

cpd	SENP6 inh	PfGluPho inh	HKDC1 inh	SENP8 block-2
16	3	-4	-8	12
17	24	20	4	-35
18	6	-20	1	24
19	1	-3	-3	1
20	-8	26	2	5
21	-19	9	4	-11
22	-4	-3	0	i
23	5	4	3	12
24	-8	6	4	24
25	12	7	-3	3
26	-21	-5	-7	3
27	4	-5	-7	9
28	-5	1	-4	-16
29	-8	-1	-2	-2
30	-2	-5	-4	7

# Four compounds drawn at random from the list so far:
cpd	SMILES	SENP7 block	SENP1 inh	Apaf1 inhib	SENP8 block-1
30	Cc1cc(C(=O)OCC(=O)NCCN2C(=O)CSC2=O)ccc1[N+](=O)[O-]	8	1	-3	1
26	O=C1CN(C(=O)c2cc([N+](=O)[O-])ccc2Cl)C(c2ccc(F)cc2)c2cc(F)ccc2N1 (stereo unspecified)	-8	0	3	-6
18	CNC(=O)C1C2C=CC3(O2)C1C(=O)N(CCOC)C3C(=O)NCc1ccc(OC)cc1 (stereo unspecified)	-6	1	-6	-3
29	CCCCCC(=O)Nc1cc(S(=O)(=O)N2CCCCC2)ccc1N1CCOCC1	-7	-4	9	4

cpd	SENP6 inh	PfGluPho inh	HKDC1 inh	SENP8 block-2
30	-2	-5	-4	7
26	-21	-5	-7	3
18	6	-20	1	24
29	-8	-1	-2	-2

# Continued:
cpd	SMILES	SENP7 block	SENP1 inh	Apaf1 inhib	SENP8 block-1
31	O=C(Nc1ccc2c(c1)OCO2)c1cccc(S(=O)(=O)N2CCCC2)c1	5	3	-14	4
32	Cc1cc(C)cc(N(C(=O)Cc2cccs2)C(C(=O)NC2CCCC2)c2ccc(C)o2)c1 (stereo unspecified)	-1	1	19	-11
33	C=CCSc1nnc2nc3[nH]c4c(C)cccc4c3nn12	10	6	9	-19
34	Cc1[nH][nH]c(=O)c1C(c1ccc(-c2cccc(Cl)c2)o1)c1c(C)[nH][nH]c1=O	10	-2	87*	20
35	O=C(OC1CCCCC1)c1cc2ccccc2oc1=O	-1	0	15	-3
36	NS(=O)(=O)c1ccc(CCNC(=O)c2cccc3ccccc23)cc1	5	2	-2	1
37	CCOc1ccccc1C(=O)N(C)CC(=O)Nc1ccc(OC)cc1	/	3	/	/
38	CS(=O)(=O)N1CCN(c2ccccc2NC(=O)c2ccco2)CC1	-2	1	-3	5
39	C=CCC1(C(=O)NCCO)CCN(C(=O)OC(C)(C)C)CC1	-12	0	4	-4
40	COc1cc(CN2CCNC(=O)C2CC(=O)NCCC2=CCCCC2)cc(OC)c1 (stereo unspecified)	-2	-5	16	12
41	COc1ccc(S(=O)(=O)N(C)C)cc1NC(=O)c1ccc(OCC(=O)N2CCOCC2)c(OC)c1	-10	-3	6	-10
42	Cc1ccc(Cn2cc(-c3ccccc3)nn2)cc1	-6	2	10	-4
43	CC(C)(C)c1cc(CCC(=O)N2CCCC2)cc(C(C)(C)C)c1O	4	0	10	-1
44	COc1ccc(/C=N/NC(=O)CCCCCNC(=O)c2ccccc2)cc1	-1	1	-5	-6
45	CCOc1ccc(-c2c(C(=O)N/N=C(\C)c3cccs3)nnn2-c2nonc2N)cc1	-2	2	0	10
46	CC1Sc2ccc(S(=O)(=O)CCC(=O)NCc3ccc(Cl)cc3)cc2NC1=O (stereo unspecified)	-19	1	13	-9
47	COc1ccc(C(=O)NCc2ccccc2OC)c(OC)c1	6	-1	12	0
48	CCCC[C@H]1C2=C3[C@@H](CC(C(=O)OC)=C[C@@H](C(=O)OC)[C@H]3C(C)(C)C2=O)n2c(=O)n(-c3ccccc3)c(=O)n21	-6	-1	-1	4

cpd	SENP6 inh	PfGluPho inh	HKDC1 inh	SENP8 block-2
31	-3	3	-6	10
32	-10	12	-8	10
33	-6	12	10	28
34	43	50	5	79*
35	-11	-7	-3	-51
36	-1	-17	4	21
37	/	-2	-5	6
38	-19	-7	4	9
39	-14	-2	-5	20
40	-5	2	-7	-1
41	-9	4	-3	12
42	-3	3	-2	6
43	15	0	0	0
44	-2	6	12	17
45	1	-3	2	-5
46	-9	-5	-3	13
47	9	8	-3	15
48	-6	2	-4	20

# Ordered by the number under PfGluPho inh (low to high): some entries from above
item	compound	PfGluPho inh
37	CCOc1ccccc1C(=O)N(C)CC(=O)Nc1ccc(OC)cc1	-2
31	O=C(Nc1ccc2c(c1)OCO2)c1cccc(S(=O)(=O)N2CCCC2)c1	3
41	COc1ccc(S(=O)(=O)N(C)C)cc1NC(=O)c1ccc(OCC(=O)N2CCOCC2)c(OC)c1	4

# High-throughput results deposited in PubChem by Sanford-Burnham Center for Chemical Genomics.
